Assay outcomes from PubChem.
BLM inh = qHTS Assay for Inhibitors of Bloom's syndrome helicase (BLM) | RecQ-like DNA helicase BLM (Homo sapiens), P54132 | recombinant BLM DNA unwinding, fluorescence dequenching | Potency, µM (series often up to 56.1 µM), for inactives: at the highest dose activity change, negative = inhibition, hits mostly inhibitors | 350,000 compounds, 0.2% hits;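 further: potency means the concentration at half of the fitted maximal effect; plate controls were vehicle for no effect and no enzyme for full effect; nearly all actives have a fitted effect of over 35% in size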
LDHA inh = qHTS assay for inhibitors of human lactate dehydrogenase; L-lactate dehydrogenase A chain (Homo sapiens), P00338; purified LDHA, NADH/diaphorase-resazurin fluorescence; active compounds read low; activity change, % (values are at about 110 or 230 µM); 480,000 compounds, 0.15% hits; in the data active means activity change below about -30%; inconclusive means mostly about -25% to -30%;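 further: plate controls were DMSO wells for no effect and wells without enzyme for full effect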
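LDH5 2 nM; NADH 0.06 mM, pyruvate 0.2 mM; 200 mM Tris pH 7.4, EDTA, Tween-20; 5 min RT. Detection: diaphorase 0.133 mg/mL + resazurin 37 µM, fluorescence ex540/em590 at 0 and 20 min; normalized to enzyme-free and DMSO wells.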
POLB inh = qHTS Assay for Inhibitors of DNA Polymerase Beta; P06746; Pol beta primer extension/strand displacement, fluorescence kinetic; Potency, µM (series often up to 114 µM), for inactives: top-dose activity change, negative = inhibition, hits mostly inhibitors; 340,000 compounds, 1.3% hits; AID 485314, 2010; further: potency means the concentration at half of the fitted maximal effect; on the % scale 0 is the no-effect control and ±100 the full control effect
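10 nM enzyme + cpd, 15 min RT; start with substrate 50 nM final; read 0 min and after 10 min RT. Corrected, normalized data; 4-parameter Hill curve fit.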
Glioma ERSR ind = qHTS for Inducers of the Endoplasmic Reticulum Stress Response (ERSR) in Human Glioma: qHTS; U87-MG GRP78 promoter luciferase reporter, 16 h; Potency, µM, for the others: at the top dose activation, actives largely listed as activators; 420,000 compounds, 0.02% hits; further: potency means the concentration at half of the fitted maximal effect; series mostly up to about 76 µM; % of control where 0% means no effect; nearly all actives have a fitted effect of over 35% in size
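ERSR induction read as luciferase luminescence (Bright-Glo, 10 min at room temperature) in stably transfected human U87-MG glioma cells exposed to compounds for 16 h, using GRP78 as sensor.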
POLK inh = qHTS for Inhibitors of Polymerase Kappa; DNA polymerase kappa (Homo sapiens), Q9UBT6; purified Pol kappa, fluorescent DNA synthesis assay, 10 min; Potency, µM (top dose mostly 107 µM), inactives show at the highest dose activity, negative = inhibition, usual class: inhibitors; 400,000 compounds, 0.53% hits; AID 588579, 2011; further: potency means the concentration at half of the fitted maximal effect; on the % scale 0 is the no-effect control and ±100 the full control effect
Target sequence (Q9UBT6 whole entry, looked up): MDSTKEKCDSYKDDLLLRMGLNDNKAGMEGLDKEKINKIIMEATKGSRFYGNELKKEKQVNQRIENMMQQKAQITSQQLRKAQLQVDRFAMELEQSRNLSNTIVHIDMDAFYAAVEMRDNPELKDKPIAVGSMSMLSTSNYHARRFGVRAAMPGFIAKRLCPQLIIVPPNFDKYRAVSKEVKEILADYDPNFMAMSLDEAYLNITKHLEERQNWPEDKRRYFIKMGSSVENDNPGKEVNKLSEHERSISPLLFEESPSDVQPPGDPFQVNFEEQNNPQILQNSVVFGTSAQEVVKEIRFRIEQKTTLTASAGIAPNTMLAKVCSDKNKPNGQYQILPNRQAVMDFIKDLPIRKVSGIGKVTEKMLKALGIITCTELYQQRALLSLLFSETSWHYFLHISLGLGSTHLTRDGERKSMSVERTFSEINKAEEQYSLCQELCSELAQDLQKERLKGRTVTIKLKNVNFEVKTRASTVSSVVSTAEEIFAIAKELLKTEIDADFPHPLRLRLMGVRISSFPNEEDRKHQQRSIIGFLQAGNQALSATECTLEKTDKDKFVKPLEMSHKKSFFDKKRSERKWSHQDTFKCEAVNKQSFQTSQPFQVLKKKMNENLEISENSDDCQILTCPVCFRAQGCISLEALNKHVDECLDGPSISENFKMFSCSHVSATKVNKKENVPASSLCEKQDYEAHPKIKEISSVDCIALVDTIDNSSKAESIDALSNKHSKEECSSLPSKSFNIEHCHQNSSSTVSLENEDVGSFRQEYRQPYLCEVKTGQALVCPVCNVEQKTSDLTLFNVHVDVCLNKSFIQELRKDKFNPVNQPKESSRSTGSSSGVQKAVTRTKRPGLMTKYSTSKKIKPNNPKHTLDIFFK
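Here, compound and 10 nM enzyme are combined for 15 min at room temperature; adding 50 nM substrate (final) starts DNA synthesis, tracked by fluorescence at 0 and 10 min against buffer-only wells.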
Pol iota inh = qHTS for Inhibitors of Polymerase Iota; DNA polymerase iota (Homo sapiens), Q9UNA4; Pol iota fluorescent replication assay, 10 min; Potency, µM (top dose mostly 115 µM), without a hit: at the top dose activity, negative = inhibition, most hits filed as inhibitors; 390,000 compounds, 1% hits; AID 588590, 2011; further: potency means the concentration at half of the fitted maximal effect
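Fluorescent replication assay read twice, at 0 min and 10 min after adding 50 nM (final) substrate. Enzyme (10 nM) and compounds were first incubated 15 min at room temperature; enzyme-free buffer wells were negative controls.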
Anesthetic bind = qHTS Assay for Identification of Novel General Anesthetics; AID 485281, 2010; 350,000 compounds, 0.074% hits; apoferritin/1-aminoanthracene competitive binding, fluorescence; Potency, µM (highest dose often 77.5 µM), without a hit: at the top dose activity change, negative = displacement, hits mostly inhibitors; Ferritin light chain (Equus caballus), P02791; further: potency means the concentration at half of the fitted maximal effect; on the % scale 0 is the no-effect control and ±100 the full control effect; nearly all actives have a fitted effect of over 20% in size
Target sequence (P02791 2-175 limits assumed): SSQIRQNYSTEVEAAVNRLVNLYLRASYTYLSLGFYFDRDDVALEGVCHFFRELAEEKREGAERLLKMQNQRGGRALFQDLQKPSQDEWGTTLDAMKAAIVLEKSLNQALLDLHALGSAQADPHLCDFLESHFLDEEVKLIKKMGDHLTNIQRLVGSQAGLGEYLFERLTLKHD
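Steps: apoferritin (10 uM) was premixed with half-saturated 1-AMA in PBS, compounds were pin-transferred, plates stood 10 min at room temperature, fluorescence was read at 380/535 nm, and curves were fitted with a Hill equation.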
Pol eta inh = qHTS for Inhibitors of Polymerase Eta; recombinant Pol eta, fluorescent DNA replication assay; 390,000 compounds, 1.2% hits; Potency, µM (titrated, usually from 114 µM), for inactives: at the top dose activity change, negative = inhibition, most hits filed as inhibitors; further: potency means the concentration at half of the fitted maximal effect; on the % scale 0 is the no-effect control and ±100 the full control effect
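Pol eta at 10 nM preincubated with compounds 15 min at room temperature; reaction started with fluorescent substrate (50 nM final) and read kinetically at 0 and 10 min.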
APEX1 inh = qHTS Assay for Inhibitors of the Human Apurinic/apyrimidinic Endonuclease 1 (APE1); recombinant APE1, TAMRA/BHQ-2 abasic DNA cleavage fluorescence; Potency, µM (highest dose often 65.8 µM), without a hit: at the top dose activity change, negative = inhibition, most hits filed as inhibitors; 350,000 compounds, 0.35% hits;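 further: potency means the concentration at half of the fitted maximal effect; plate controls were vehicle for no effect and reference inhibitor for full effect; nearly all actives have a fitted effect of over 55% in size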
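Quantitative HTS: incision of a TAMRA/BHQ-2 double-stranded substrate bearing a tetrahydrofuran abasic site by 0.75 nM APE1 raises fluorescence. Substrate 50 nM final, added after 15 min compound preincubation at room temperature; progress as third-minus-first kinetic read difference.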
* marks the source's active call; other numbers are inactive results; ? = inconclusive; . = not tested or not shown; & = joins results of further samples; [ ] = remark or other dose. Unless noted, the call rests on the fitted dose curve; in most records, active means well fitted curve in the direction sought with a large enough effect; inconclusive means small, poorly fitted or top-dose-only effect, or another doubt; inactive means no such curve, though single readings can be large; an effect the other way counts as inactive or inconclusive. Some of the compounds tested. The share of hits here may be higher or lower than overall.

SMILES	BLM inh	LDHA inh	POLB inh	Glioma ERSR ind	POLK inh	Pol iota inh	Anesthetic bind	Pol eta inh	APEX1 inh
COc1cc2c3nnc(-c4ccccc4)c-3cn(Cc3ccc(F)cc3)c2cc1OC	106%[activator]	-5	2%	-7%	0%	71%[activator]	53%[activator]	?	-5%
O=C1CCN(CCc2ccccc2)CCN1[C@H](COc1ccccc1)c1ccccc1	-6%	-1	8%	2%&0%	4%&-11%	?	-6%	-6%	25%
COC(=O)C1CSC(C(=O)OC)N1C(=O)Nc1c(C)cccc1C (stereo unspecified)	-3%	-6	0%	5%	-16%	-1%[58.9 µM]	-14%	1%	5%
Cc1cc(N)n2nc(C(F)(F)F)nc2n1	-1%	3	43%	0%	-11%	-14%	-3%	-1%	-15%
CC(C)(C)c1ccc2oc(=O)cc(-c3cccc(-c4ccc(C(F)(F)F)cc4)c3)c2c1	.	-2	.	-1%	-11%	21%	.	-8%	-21%
Cc1c(C(=O)NCc2ccc(F)cc2)oc2ccc(S(=O)(=O)N3CCOCC3)cc12	-7%	-2	5%	-4%	-5%	62%[activator]	-8%	-20%	13%
COCCN(C(=O)COC(=O)CCn1c(C)csc1=O)c1c(N)n(Cc2ccccc2)c(=O)[nH]c1=O	.	2	.	4%	-11%	19%	.	-7%	2%
C/C(CC(=O)NC(C)(C)C)=N\NC(=O)c1ccccc1N	0%	-3	1%	-4%	-4%	101%[activator]	0%	-2%	1%
CCc1nnc(NC(=O)c2cc(S(=O)(=O)N3CCN(c4ccccc4)CC3)ccc2Cl)s1	-2%	-3	0%	-1%	-8%	1%	-21%	2%	-4%
O=C(O)C1C2C=CC3(CN(C4CCCC4)C(=O)C13)O2 (stereo unspecified)	1%	-3	3%	-2%	-2%	?	1%	2%	-4%
COc1ncc2nc(-c3cc(F)cc(F)c3)c(=O)n(CCc3ccccc3)c2n1	-10%	.	.	-6%	-18%[60.1 µM]	.	.	.	-1%
Cc1cccc(NC(=O)CSc2n[nH]c(-c3ccncc3)n2)c1C	0%	-1	2%	-6%	-1%	25%	-1%	-16%	22%
Cc1ccc(S(=O)(=O)NCCCNc2ccc([N+](=O)[O-])cc2)cc1	-5%	-3	2%	-4%	-6%	15%	?	-24%	0%
O=C(NCc1cccs1)c1cccnc1Cl	-2%	4	49%	-2%	-8%	14%	-7%	-14%	1%
CN(C)CCCNC(=O)c1cc2c3ccccc3n(C)c2s1	-3%	0	6%	-3%	-6%	12%	-16%	6%	6%
CC(C)CNC(=O)CSc1ccc(S(=O)(=O)N(C)C2CCCCC2)cn1	.	-7	.	-4%	-1%	35%[activator]	.	-18%	10%
O=C(CSc1ccc([N+](=O)[O-])cc1)Nc1nnc(C2CC2)s1	.	-8	.	-3%	-8%	33%[activator]	.	-4%	-4%
Cc1ccccc1NC(=O)C1COc2ccccc2O1 (stereo unspecified)	-7%	2	3%	4%	-2%	12%	?	-11%	16%
CCOC(=O)C1=C(CS(=O)(=O)c2ccc(F)cc2)NC(=O)NC1c1ccc(OCC)c(OC)c1 (stereo unspecified)	-3%	-2	12%	1%	-13%	60%[activator]	48%	-4%	.
COc1ccc(Cc2nnc(SCc3ccc([N+](=O)[O-])cc3)o2)cc1	-3%	-5	-2%	-5%	-15%	191%[activator]	?	-13%	-1%

Sorted by number of heavy atoms (ascending): part of the list above.
SMILES	BLM inh	LDHA inh	POLB inh	Glioma ERSR ind	POLK inh	Pol iota inh	Anesthetic bind	Pol eta inh	APEX1 inh
Cc1cc(N)n2nc(C(F)(F)F)nc2n1	-1%	3	43%	0%	-11%	-14%	-3%	-1%	-15%
Cc1c(C(=O)NCc2ccc(F)cc2)oc2ccc(S(=O)(=O)N3CCOCC3)cc12	-7%	-2	5%	-4%	-5%	62%[activator]	-8%	-20%	13%
O=C1CCN(CCc2ccccc2)CCN1[C@H](COc1ccccc1)c1ccccc1	-6%	-1	8%	2%&0%	4%&-11%	?	-6%	-6%	25%

New compounds follow
SMILES	BLM inh	LDHA inh	POLB inh	Glioma ERSR ind	POLK inh	Pol iota inh	Anesthetic bind	Pol eta inh	APEX1 inh
CCCCc1ccc(NS(=O)(=O)c2ccc(N3CCCCS3(=O)=O)cc2)cc1	-14%	0	-3%	-3%	-5%[60.1 µM]	6%	98%[activator]	-23%	.
CSc1nnc(-c2ccc(C(F)(F)F)nc2C)o1	-2%	-5	-28%	2%	7%	58%[activator]	126%[activator]	-13%	-2%
O=c1nc(-c2ccccc2)cn[nH]1	-10%	-4	1%	-3%	-6%	-2%	-24%	1%	1%
OCCC1CN(C2CSCCSC2)CCN1Cc1ccccc1 (stereo unspecified)	-6%	1	?	3%	8%	3%	-1%	-13%	-2%
Oc1ccc2oc3c(c2c1)CCCC3	-3%	1	8%	10%	10%	-3%	?	-17%	-4%
O=C(c1ccc(Cl)cc1)C1C2C(=O)N(c3ccccc3)C(=O)C2C2CCCN21 (stereo unspecified)	-7%	-4	7%	-6%	-4%	13%	?	-6%	-5%
O=C(O)CSCC(=O)N1CCN(c2ncnc3scc(-c4ccccc4)c23)CC1	0%	-5	4%	-6%	-26%	-8%	-7%	1%	-8%
Cc1cc(=O)[nH]c2c(C)cc(S(=O)(=O)NCc3ccccc3)cc12	-8%	-6	?	-2%	-11%	?	-2%	3%	-1%
O=C1c2ccccc2C(=O)N1CCCCN(C(=O)c1cc([N+](=O)[O-])ccc1Cl)c1ccc(Cl)cc1	0%	-4	30%	-2%	-6%	16%	-1%	-18%	11%
O=C(O)CCSc1nnc(-c2ccc3c(c2)OCO3)o1	-2%	3	2%	1%	4%	-12%	-6%	-5%	-1%
COc1ccc(CCOC(=O)c2ccc(N)c([N+](=O)[O-])c2)cc1	-9%	-2	-12%	1%	-12%	33%[activator]	?	-19%	2%
CC(=O)OC(C(=O)N1CCN(c2ccccc2F)CC1)c1ccccc1 (stereo unspecified)	2%	3	1%	-1%	-12%	31%[activator]	-10%	-4%	-1%
CS(=O)(=O)c1cccc(NC(=O)C2CC2)c1	1%	-8	1%	-3%	-1%	29%	-5%	0%	-4%
O=C(Nc1nnc(Cc2ccccc2)s1)c1cnccn1	2%	5	6%	-7%	17%	20%	0%	-4%	18%
O=C1COc2ccc(S(=O)(=O)Nc3ccc(F)cc3)cc2N1	2%	-1	1%	-4%	-20%	33%[activator]	-18%	1%	21%
CCN=C1SC(CC(=O)Nc2ccccc2)C(=O)N1CC (stereo unspecified)	-1%	-3&-4	2%	0%&-2%	-6%&-19%	91%&14%[activator]	7%	-20%&-12%	3%
COc1ccc(CC(=O)NNC(=O)COc2ccc(F)cc2)cc1S(=O)(=O)N1CCOCC1	.	-6	.	-1%	-9%	-9%	.	-8%	2%
N#C/C(=C\c1cccs1)C(=O)NCc1ccccc1	1%	-3	-5%	2%	-7%	107%[activator]	-9%	-3%	1%
NC(=O)CSc1nnc2ccc(-c3ccco3)nn12	-4%	-8	16%	-1%	1%	38%[activator]	7%	2%	-1%
C#CCOCCOCCOCCNc1nc(N2CCN(C(=O)Cn3cc(CC(C)O)nn3)CC2)nc(N2CCN(C(=O)[C@H](CCCCN)n3cc(CCCC)nn3)CC2)n1 (stereo partly specified)	.	0	.	-3%	-3%	?	.	-10%	.
COc1ccccc1N1CCN(c2nccc(C)n2)CC1	-2%	-1	3%	-2%	-4%	55%[activator]	-3%	-22%	-2%
Oc1ccccc1C1SC(c2ccccc2O)SC(c2ccccc2O)S1 (stereo unspecified)	.	-21	.	-13%	-6%	-5%	.	-14%	.
CC1(C)CC(=O)C=C(NNC(=O)C2CCCCC2)C1	1%	-1	1%	-3%	-6%	5%	-3%	-7%	-3%

4 entries from above in another layout:
O=c1nc(-c2ccccc2)cn[nH]1
  BLM inh: -10%; LDHA inh: -4; POLB inh: 1%; Glioma ERSR ind: -3%; POLK inh: -6%; Pol iota inh: -2%; Anesthetic bind: -24%; Pol eta inh: 1%; APEX1 inh: 1%

NC(=O)CSc1nnc2ccc(-c3ccco3)nn12
  BLM inh: -4%; LDHA inh: -8; POLB inh: 16%; Glioma ERSR ind: -1%; POLK inh: 1%; Pol iota inh: 38%[activator]; Anesthetic bind: 7%; Pol eta inh: 2%; APEX1 inh: -1%

CCN=C1SC(CC(=O)Nc2ccccc2)C(=O)N1CC (stereo unspecified)
  BLM inh: -1%; LDHA inh: -3&-4; POLB inh: 2%; Glioma ERSR ind: 0%&-2%; POLK inh: -6%&-19%; Pol iota inh: 91%&14%[activator]; Anesthetic bind: 7%; Pol eta inh: -20%&-12%; APEX1 inh: 3%

O=C(Nc1nnc(Cc2ccccc2)s1)c1cnccn1
  BLM inh: 2%; LDHA inh: 5; POLB inh: 6%; Glioma ERSR ind: -7%; POLK inh: 17%; Pol iota inh: 20%; Anesthetic bind: 0%; Pol eta inh: -4%; APEX1 inh: 18%
